M1 ag parental: counter-screen for M1 agonists: effect in parental CHO-K1 cells. Fluo-8 calcium fluorescence; scaled to maximal ATP response, vehicle zero. activation, % at 3 µM. actives 0.48% (n = 360,000). AID 602248; in the data active = activation above about 15%;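 note: untransfected CHO-K1 host cells lacking M1 receptor as counterscreen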
CHO-K1 Ca antag: M1 antagonist counterscreen hit in parental CHO-K1 cells. AID 602250. actives 0.6% (n = 360,000). ATP-induced calcium, Fluo-8 fluorescence. inhibition, % at 3 µM;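 active = inhibition above a per-plate cutoff, the plate's mean sample inhibition plus 3 SD, cut at about 24% in these data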;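 note: 0% = DMSO plus EC80 ATP and 100% = DMSO alone without ATP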
TAAR1 agonist: agonists of human TAAR1. AID 624467. actives 0.99% (n = 360,000). activation, % at 3 µM. CHO RD-HGA16 TAAR1, Fluo-8 calcium fluorescence; vehicle wells 0%, saturating PEA agonist 100%;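 active = activation above the mean activation of all test compounds in the run plus 3 SD, cut at about 38% in these data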
Target sequence (Q96RJ0 whole entry, looked up): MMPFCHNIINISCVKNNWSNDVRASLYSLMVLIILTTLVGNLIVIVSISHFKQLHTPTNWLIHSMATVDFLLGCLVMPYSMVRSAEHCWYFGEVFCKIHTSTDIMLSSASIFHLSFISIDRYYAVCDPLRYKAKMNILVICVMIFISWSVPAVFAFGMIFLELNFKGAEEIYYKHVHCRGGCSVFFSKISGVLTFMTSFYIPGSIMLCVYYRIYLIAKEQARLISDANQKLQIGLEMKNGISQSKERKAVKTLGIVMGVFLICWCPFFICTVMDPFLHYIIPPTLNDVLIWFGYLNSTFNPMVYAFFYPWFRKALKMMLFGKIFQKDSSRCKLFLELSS
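System: CHO-derived RD-HGA16 cells with stable Gα16 and human TAAR1 / Times: 17-24 h plating, Fluo-8 75 min 37 °C, 30 min RT / Technique: calcium-sensitive Fluo-8 signal, excitation 470-495, emission 515-575 nm / Measure: % activation relative to PEA EC100 response / Benchmarks: DMSO and PEA EC100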
TAAR1 antag: antagonists of human TAAR1; actives 1.5% (n = 360,000); Q96RJ0; CHO RD-HGA16 TAAR1, Fluo-8 calcium fluorescence, antagonist; inhibition, % at 3 µM;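 active = inhibition above a per-plate cutoff, the mean inhibition of test compounds on that plate plus 3 SD, cut at about 49% in these data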;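 note: 0% = DMSO plus EC80 beta-PEA response and 100% = DMSO alone without agonist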
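Test system – hTAAR1-expressing CHO RD-HGA16 cells, Gα16-coupled · Also added – β-PEA at EC80 concentration, post-compound challenge · Compound – 3 µM, single point · Incubation – dye loading 75 min at 37 °C, then 30 min room temperature · Measured by – Fluo-8 intracellular calcium dye fluorescence, real-time kinetic reads · Benchmarks – vehicle and agonist controls · Replicates – singlicate, one well per test compound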
OXTR potentiate: potentiators of human oxytocin receptor. P30559. CHO-OTR cells, Fluo-8 calcium fluorescence, potentiator mode; 0% = oxytocin EC15, 100% = EC100. activation, % at 3 µM. actives 0.061% (n = 320,000). AID 2445;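 active = activation above that plate's cutoff, the mean activation of tested compounds plus 3 SD, cut at about 6.6% in these data, passing the limit was not always enough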;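 note: 100% uses oxytocin at 75 nM as the full agonist control; some results filed as inactive read as strong as hits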
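Replication – single well per compound, singlicate · Assay system – CHO cell line stably expressing human OTR · Timing – 6 min pre-incubation, 100 s read · Measure – normalized max/min fluorescence ratio, % activation · Doses – 3.0 µM, one dose · Detection – Fluo-8 calcium dye fluorescence · Probe or stimulus – oxytocin near EC15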
M1 ag: human M1 muscarinic receptor agonism. P11229. CHO-K1 hM1, Fluo-8 calcium fluorescence, agonist mode; 0% DMSO, 100% acetylcholine EC100. activation, % at 3 µM. actives 0.33% (n = 360,000). AID 588814;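 active = activation above the run's mean compound activation plus 3 SD, cut at about 16% in these data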;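 note: peak over basal fluorescence ratio within a 140 s kinetic read after compound addition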
Target sequence (P11229 whole entry, looked up): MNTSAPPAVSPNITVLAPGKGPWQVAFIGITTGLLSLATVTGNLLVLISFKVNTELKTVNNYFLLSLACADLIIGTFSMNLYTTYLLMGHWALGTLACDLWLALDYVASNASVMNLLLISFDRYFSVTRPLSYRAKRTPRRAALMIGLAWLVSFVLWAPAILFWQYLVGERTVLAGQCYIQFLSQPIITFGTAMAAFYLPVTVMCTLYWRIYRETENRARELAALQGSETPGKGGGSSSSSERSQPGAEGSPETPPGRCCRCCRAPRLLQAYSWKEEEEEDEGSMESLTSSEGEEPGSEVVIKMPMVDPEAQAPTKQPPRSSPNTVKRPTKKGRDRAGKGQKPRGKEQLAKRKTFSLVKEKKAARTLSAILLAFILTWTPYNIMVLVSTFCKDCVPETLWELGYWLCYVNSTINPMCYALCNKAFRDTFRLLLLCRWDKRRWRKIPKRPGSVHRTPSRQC
V1R ag counter: counter-screen for oxytocin receptor agonists: human V1a receptor agonists; activation, % at 3 µM; CHO-V1R cells, Fluo-8 calcium fluorescence, agonist mode; 0% DMSO, 100% 3 nM vasopressin; actives 0.25% (n = 320,000); P37288; AID 2797;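 active = activation above the mean activation of all tested compounds plus 3 SD, per screening run, cut at about 20% in these data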;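 note: signal is peak over basal fluorescence ratio across a 100 second FLIPR read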
CHO-K1 Ca PAM: M1 PAM counterscreen hit in parental CHO-K1 cells; activation, % at 3 µM; actives 0.02% (n = 360,000); ATP EC20, Fluo-8 calcium fluorescence; 0% at ATP EC20, 100% at ATP max;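 active = activation above the run cutoff, the mean activation of all test compounds plus 3 SD, cut at about 40% in these data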;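 note: peak over basal fluorescence ratio in a 140 s read after ATP addition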
CHO parental Ca: counter-screen for OX1R antagonists: effect in parental CHO cells. parental CHO-K1, ATP-induced calcium, Fluo-8 fluorescence. inhibition, % at 5.6 µM. actives 0.63% (n = 330,000). AID 463079;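 active = inhibition above that plate's mean sample inhibition plus 3 SD, cut at about 26% in these data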;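 note: 0% = ATP-challenged DMSO wells and 100% = DMSO wells without ATP; some compounds past the cut are filed as inactive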
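Material: parental CHO cells / Compound: single nominal dose of 5.6 µM per compound / Signal: Fluo-8 fluorescence / Replicates: singlicate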
Starred values were filed as active, the others as inactive; . = not tested or not shown. An unsorted share of the library, and some 3.3% of all compounds hit somewhere here.

SMILES	M1 ag parental	CHO-K1 Ca antag	TAAR1 agonist	TAAR1 antag	OXTR potentiate	M1 ag	V1R ag counter	CHO-K1 Ca PAM	CHO parental Ca
Cc1ccc2c(Cl)c(C)c(N3CCCCC3)nc2n1	-0.8	-9	13	-35	1	-8	-2.0	27	-9
CCC(=O)n1nc(NCc2ccc(OC)c(OC)c2)nc1NCc1ccc(OC)c(OC)c1	0.5	4	13	-18	-3	-1	0.8	-10	-26
COC(=O)[C@H](CCSC)NC(=O)Cn1cnc(C(=O)Nc2ccc(C)c(C)c2)n1	0.9	-8	2	-2	.	-2	.	15	-7
CCc1nnc(NC(=O)CCCSc2nc3ccccc3[nH]2)s1	2.3	-13	1	-21	1	-3	0.4	13	-20
O=C(O)CSCC(=O)N1CCN(S(=O)(=O)c2cc(Cl)cc(Cl)c2)CC1	1.3	-3	4	-21	-8	1	0.8	19	-3
CCCN(C(=O)COC(=O)c1[nH]c(C)c(C(=O)OC)c1C)c1c(N)n(Cc2ccccc2)c(=O)[nH]c1=O	0.2	2	2	-3	-16	-2	0.0	-9	-23
C#CC[N+]1(CC#Cc2cccc3ccccc23)CCOCC1	6.2	-8	1	4	5	-13	0.5	29	-11
COCc1nnc(NC(=O)c2ccc(NC(C)=O)cc2)s1	0.2	-4	0	-26	-10	-1	0.0	18	6
C=CCN(c1ccccc1Cl)S(=O)(=O)c1cccc(C(=O)OCC(=O)N(C)C2CCS(=O)(=O)C2)c1 (configuration not stated)	0.8	1	9	3	-4	-13	0.0	9	-29
CC1(C)CC(C(N)=S)CCO1 (configuration not stated)	0.5	-3	4	5	-9	-2	0.0	1	-16
CCN(C)C1CN(Cc2cn(Cc3ccc(F)cc3)nn2)S(=O)(=O)C1 (configuration not stated)	1.1	-27	0	-1	.	.	.	14	.
COc1ccc(CCc2ccc3cc(OC)ccc3n2)cc1	-0.4	-1	-2	10	.	-2	.	-10	.
Fc1ccc(-c2nnn(Cc3ccccc3Cl)n2)cc1	1.0	-13	-2	-16	-14	-6	-1.0	-5	-11
O=C(N/N=C\c1ccc(O)c([N+](=O)[O-])c1)C1COc2ccccc2O1 (configuration not stated)	0.8	-9	2	2	-1	-2	0.7	10	8
CCOn1c(=O)c(-c2cccc(Br)c2)[n+]([O-])c2ccccc21	0.0	6	0	6	.	-3	.	11	.

Results in M1 ag parental and V1R ag counter (three entries from above):
canonical_smiles	M1 ag parental	V1R ag counter
CCCN(C(=O)COC(=O)c1[nH]c(C)c(C(=O)OC)c1C)c1c(N)n(Cc2ccccc2)c(=O)[nH]c1=O	0.2	0.0
C#CC[N+]1(CC#Cc2cccc3ccccc23)CCOCC1	6.2	0.5
COCc1nnc(NC(=O)c2ccc(NC(C)=O)cc2)s1	0.2	0.0

Later entries
SMILES	M1 ag parental	CHO-K1 Ca antag	TAAR1 agonist	TAAR1 antag	OXTR potentiate	M1 ag	V1R ag counter	CHO-K1 Ca PAM	CHO parental Ca
CCOC(=O)N1CCN(C(=O)C2CCCN(Cc3nc(-c4ccc(Cl)cc4)oc3C)C2)CC1 (configuration not stated)	3.7	-1	2	-15	-11	-9	5.7	10	-30
CN(C)c1cccc(C(=O)NCc2ccc(Cl)cc2)c1	10	10	2	13	0	-5	1.1	9	-21
Cc1cccc(/C=C\c2nc3ccccc3c(=O)[nH]2)c1	-0.4	9	2	4	-9	4	-0.1	4	-15
CC1(C)CC(=O)C(=Cc2cn(CCC#N)nc2-c2ccc(F)cc2)C(=O)C1	-0.1	-2	18	-26	-3	-2	0.5	5	-8
Cc1cc2c(=O)n(NC(N)=O)c(C)nc2s1	0.6	3	1	6	-7	-2	1.0	4	-4
CCN(CC(=O)Nc1ccc(NC(C)=O)cc1)C(=O)c1ccc(COc2ccc(C(C)(C)C)cc2)cc1	1.0	9	4	21	.	-2	.	-15	.
COc1ccc(Cc2c(C3CCCCC3)nc3c(C)cc(Br)cn23)c(C)c1	0.0	4	0	8	.	-7	.	4	.
O=C(Nc1ccc(N2CCOCC2)c([N+](=O)[O-])c1)c1ccco1	2.3	15	7	26	0	0	-0.1	-14	-12
O=C(/C=C/c1cccs1)c1cc(F)ccc1OC(=O)N1CCOCC1	0.4	-2	9	-11	2	-5	-1.1	8	-20
O=C(CN1CCN(Cc2ccccc2)CC1)Nc1ccc(S(=O)(=O)N2CCOCC2)cc1	1.3	-10	1	-3	-4	-8	2.3	21	-5
Cc1cc2cc(CNC(=S)NC3CCCCC3)ccc2[nH]1	0.8	-15	8	15	-7	-6	0.2	9	-12
O=C(NCc1ccco1)C1CCCN1C(=O)Nc1ccc(Br)cc1 (configuration not stated)	0.6	-8	4	-2	.	-3	.	9	.
O=C(CSc1nc(Cc2ccccc2)nc2ccccc12)Nc1ccc2c(c1)OCCO2	-0.3	-2	0	-9	3	-4	1.0	16	-7
Cc1nc2ccccc2nc1N1CCOCC1	0.1	-5	18	7	-2	-3	0.8	19	-17
COc1ccc(NC(=O)C(c2ccc(OC)cc2)N(Cc2ccco2)C(=O)CC2NC(=O)NC2=O)cc1 (configuration not stated)	0.1	-11	0	-28	2	-3	0.7	8	-5
O=C(Nc1ccc(N2CCN(C(=O)c3ccco3)CC2)cc1)c1ccc([N+](=O)[O-])cc1Cl	2.9	-3	4	3	-10	-1	6.7	4	-7
Cn1cccc1/C=N/NC(=O)c1ccco1	0.7	-9	3	-11	-9	-8	-0.1	12	7
Cn1cnnc1SCC(=O)Nc1sc2c(c1C#N)CCCCC2	0.8	-10	0	7	-4	2	1.7	1	-13
O=C1/C(=C/c2ccccc2Cl)SC(=S)N1CCCC(=O)N(CCO)c1ccccc1	2.3	1	4	17	-8	-2	2.0	-2	-18
O=C(CSc1nnc(CNC(=O)c2c(F)cccc2F)o1)NCc1ccccc1Cl	0.9	15	0	-5	7	0	0.7	-16	-12
COCCN(Cc1ccccc1)C(=O)c1ccc2c(c1)NC(=O)CS2	1.5	-22	10	-1	-8	-2	-0.3	25	-14
O=C(NCc1ccc(Cl)cc1)N1CCc2ccccc2C1	0.8	-12	3	4	-7	-4	-0.1	19	-8
CCOC(=O)N1CCN(C(=O)c2cn(CCOC)c(=O)c3c2c2ccccc2n3C)CC1	2.1	-8	12	13	-7	-3	-0.1	14	-15
O=C(Cc1c[nH]c2ccccc12)N/N=C/c1ccc(F)cc1	0.8	-7	5	12	-9	-1	2.1	16	2
Cc1cccnc1-n1c(CCN2C(=O)c3ccccc3C2=O)nc2ccccc2c1=O	0.8	-7	6	3	-6	-4	0.0	11	-19
COc1ccc2[nH]c(=O)c(CN(CCN3CCCC3)C(=O)Nc3ccccc3Cl)cc2c1	0.1	2	9	14	-18	-4	0.6	7	-37
COC(=O)c1ccc(C2=NOC(C)(c3nnc(Cc4ccccc4)o3)C2)cc1 (configuration not stated)	0.9	-10	5	-10	-14	-3	1.9	17	-12
COc1ccc(NC(=O)Cc2c[nH]c3ccccc23)cc1S(=O)(=O)N1CCCCC1	2.9	-3	2	9	-6	-5	4.4	17	-7
Cc1ccc(CN2C(=O)CCC2C(=O)N2CCN(c3ccc(F)cc3)CC2)cc1 (configuration not stated)	-0.3	18	0	21	2	-2	1.9	-6	-28
O=C(OC1Cn2c(=O)ccc(=O)n2C1)c1ccccc1	0.0	4	4	2	3	-2	0.2	2	-3
COc1ccc(N(Cc2ccccc2)C(=O)CSc2nnc(Cn3nnc4ccccc43)o2)cc1	-0.4	18	15	-17	-10	6	1.7	0	-21
COc1cccc(C2c3c(oc4ccc(Cl)cc4c3=O)C(=O)N2c2cc(C)on2)c1OC (configuration not stated)	0.0	5	3	5	-3	-3	-0.6	2	-7
CC(=O)N(Cc1ccccc1)c1c(N)nc(N)[nH]c1=O	1.5	-14	0	-10	-2	-5	1.2	24	5
CCN1CCN(c2cc(C)c3cc(NC(=O)c4ccc(OC)c(OC)c4)ccc3n2)CC1	0.1	6	0	-10	-3	-4	0.1	8	-4
COc1cccc(-c2cnc(C(O)c3cccc(CN4CCCCC4)c3)[nH]2)c1 (configuration not stated)	0.1	-2	2	-5	.	-9	.	-1	.
O=C(CN1C(=O)C2(OCCO2)c2ccccc21)c1ccc(Cl)cc1	0.3	-7	23	5	-2	1	6.3	3	-6
COc1ccccc1CN1CC(C(=O)N(C)CCCn2nc(C)cc2C)CCC1=O (configuration not stated)	0.8	-21	3	-10	-6	-3	0.8	19	-9
O=C1c2ccccc2C(=O)N1CSc1ncccn1	0.1	-3	16	-10	8	0	0.4	7	-16
CC1(C)CC(=O)C(C2C3=C(CC(C)(C)CC3=O)Oc3ccccc32)=C(O)C1 (configuration not stated)	0.8	-9	8	7	-5	-4	-1.4	15	-9
COc1cc(C)nn1-c1ccc(Cl)cc1	1.3	-10	3	-18	-7	-5	-1.2	14	2
CC(=O)Nc1ccc(NC(=O)CSc2ccc3nnc(-c4cccnc4)n3n2)cc1	0.4	-10	1	-15	-6	-2	-0.9	-8	-5
Cc1sc(N/N=C/c2ccco2)nc1-c1ccccc1	-0.1	4	6	-11	-9	-9	-0.6	-1	-18
COc1ccc(NC(=O)c2cnc(SC)n2-c2ccc(F)cc2)c(OC)c1	2.2	-12	8	-8	-11	-1	0.0	18	-24
CC(NC(=O)C1CCN(S(=O)(=O)c2ccc3nc4c(c(C(=O)O)c3c2)CCCC4)CC1)c1ccccc1 (configuration not stated)	0.4	-9	1	-4	-1	-3	-0.4	10	0
Cn1c(SCc2nc3cc(C(=O)O)ccc3c(=O)[nH]2)nnc1C(F)(F)F	1.1	-11	3	-11	-14	-1	0.6	-13	9
O=C(NCc1ccccn1)c1cccc(S(=O)(=O)N2CCc3ccccc32)c1	4.0	-13	4	-13	-5	0	4.3	10	-19
CCC1CCCCN1CCCNC(=O)CNC(=O)Cn1ccc2ccccc2c1=O (configuration not stated)	0.1	-1	8	-5	-13	-5	-0.2	-1	-5

Copied from the list:
Entry of COc1cc(C)nn1-c1ccc(Cl)cc1 in CHO-K1 Ca PAM: 14
Entry of COc1ccc(N(Cc2ccccc2)C(=O)CSc2nnc(Cn3nnc4ccccc43)o2)cc1 in CHO-K1 Ca PAM: 0

Bioassay records deposited in PubChem BioAssay by The Scripps Research Institute Molecular Screening Center.
